# CendR NRP1 mod – modulators of CendR peptide binding to human neuropilin-1 | actives 0.85% (n = 360,000) | O14786 | FAM-RPARPAR peptide binding to NRP-1, fluorescence polarization | inhibition, % at 25 µM;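 active means inhibition or corrected inhibition above about 18%, plus a signal ratio from 0.5 to 1.5, limit read from the data, passing the limit was not always enough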; further: strong numbers were not always called active
# Tb MetRS inh – Trypanosoma brucei MetRS inhibition. actives 0.4% (n = 360,000). purified T. brucei MetRS, ATP depletion, Kinase-Glo luminescence. inhibition, % at 11.9 µM;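 active means inhibition above a per-plate cutoff of the control wells' mean inhibition plus 3 SD, cut at about 5.5% in these data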;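 further: 0% = DMSO wells median and 100% = median of wells with control inhibitor compound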
#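 Assay system: T. brucei methionyl-tRNA synthetase, purified | Medium: HEPES buffer with MgCl2, KCl, DTT, spermine, BSA, pyrophosphatase | Compound: 11.9 µM single point | Incubation: 15 min enzyme-compound preincubation, 2 h reaction, 10 min detection, 25 °C | Measured by: Kinase-Glo luciferase luminescence reporting remaining unconsumed ATP | Measure: % inhibition normalized to control-well medians | Replication: Singlicate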
# MT1-MMP act inh – blocks activation of human MT1-MMP; P50281; HT1080 RFP-PRO-GFP cells, GFP/RFP ratio fluorescence, overnight; percent of plate control window, DMSO zero; GFP/RFP ratio change, % at 20 µM; actives 0.061% (n = 360,000); AID 651647;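 active means GFP/RFP ratio change of at least 30% with cell ATP level not reduced by more than half and red fluorescence within 50% of control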; further: strong numbers were not always called active
#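 Material: RFP-PRO-GFP reporter HT1080 cells. Dosing: single-point 20 µM compound, 1% DMSO. Controls: DMSO and RFP-L50D-GFP cell wells. Timing: cells overnight before dosing, compound overnight, 37 °C, 5% CO2. Measure: GFP/RFP fluorescence ratio.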
# FAS-TE inh – FAS thioesterase (human) inhibition; recombinant FAS-TE, OMFH fluorogenic substrate, fluorescence endpoint; inhibition, % at 15 µM; actives 0.67% (n = 360,000);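 active means compounds whose normalised, plate-corrected inhibition of enzyme fluorescence in the single-dose primary screen is 50% or more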;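 further: 0% = DMSO with enzyme and 100% = substrate without enzyme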
# MsrA act – activates bovine MsrA enzyme; purified bovine MsrA, absorbance read-out; activation, % at 10.6 µM; actives 0.3% (n = 360,000); AID 602163; in the data active means activation above about 7.5%;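 further: 0% = vehicle and 100% = reference activator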
# MLLE-PAM2 inh – blocks PAM2 peptide binding to the PABP1 MLLE domain; P11940; GST-MLLE / FITC-PAM2 fluorescence polarization; inhibition, % at 20 µM; actives 0.36% (n = 360,000); AID 588489; in the data active means inhibition above about 35%, passing the limit was not always enough;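 further: plate controls were DMSO wells with GST-MLLE for no effect and wells lacking GST-MLLE protein for full effect; some results filed as inactive read as strong as hits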
# MsrA inh – bovine MsrA inhibition; purified bovine MsrA, absorbance read-out; inhibition, % at 15.5 µM; actives 0.75% (n = 360,000); in the data active means inhibition above about 4.5%;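 further: 0% = vehicle wells with enzyme and 100% = reference inhibitor wells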
# E coli Lon inh – inhibits E. coli Lon protease | purified E. coli Lon protease, fluorescence polarization | actives 0.42% (n = 360,000) | P0A9M0 | inhibition, % at 7.94 µM; in the data active means inhibition above about 13%, passing the limit was not always enough;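 further: 0% = enzyme with probe and DMSO and 100% = no enzyme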
# Target sequence (P0A9M0 whole entry, looked up): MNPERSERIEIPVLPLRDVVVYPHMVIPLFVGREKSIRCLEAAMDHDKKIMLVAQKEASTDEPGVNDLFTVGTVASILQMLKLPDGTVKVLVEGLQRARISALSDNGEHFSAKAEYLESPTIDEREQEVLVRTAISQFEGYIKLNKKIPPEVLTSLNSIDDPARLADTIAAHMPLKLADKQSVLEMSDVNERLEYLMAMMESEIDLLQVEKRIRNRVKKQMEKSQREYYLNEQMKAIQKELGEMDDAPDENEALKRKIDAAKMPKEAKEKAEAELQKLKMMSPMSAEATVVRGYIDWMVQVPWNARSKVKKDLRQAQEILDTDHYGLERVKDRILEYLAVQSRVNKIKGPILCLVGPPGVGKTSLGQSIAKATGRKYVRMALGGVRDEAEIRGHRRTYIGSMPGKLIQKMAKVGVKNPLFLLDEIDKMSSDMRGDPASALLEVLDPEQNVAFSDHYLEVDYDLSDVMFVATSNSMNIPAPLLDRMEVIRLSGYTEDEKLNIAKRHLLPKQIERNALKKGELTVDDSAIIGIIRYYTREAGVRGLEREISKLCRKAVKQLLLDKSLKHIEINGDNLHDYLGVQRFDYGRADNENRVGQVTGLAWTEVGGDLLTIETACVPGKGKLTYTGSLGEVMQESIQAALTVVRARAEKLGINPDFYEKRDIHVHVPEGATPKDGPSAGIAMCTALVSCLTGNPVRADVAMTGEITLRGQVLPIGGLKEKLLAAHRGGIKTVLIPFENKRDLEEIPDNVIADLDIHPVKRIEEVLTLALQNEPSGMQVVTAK
# SKN-1 inh – blocks SKN-1 activity in C. elegans. C. elegans VP596 Pgst-4::GFP/RFP ratio, acrylamide-induced, 24 h. inhibition, % at 21.8 µM. actives 0.49% (n = 360,000);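 active means interference check ratio from 0.5 to 1.5 plus GFP to RFP signal ratio inhibition reaching or exceeding a fixed threshold, cut at about 30% in these data, passing the limit was not always enough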; further: some compounds called inactive have numbers as strong as hits
# * marks the source's active call; other numbers are inactive results; x = not tested or not shown. An unsorted share of the library; about 4% have a hit in one of these screens.
SMILES,CendR NRP1 mod,Tb MetRS inh,MT1-MMP act inh,FAS-TE inh,MsrA act,MLLE-PAM2 inh,MsrA inh,E coli Lon inh,SKN-1 inh
COc1cc(OC)c(OC)cc1/C=C1/Cc2ccccc2C1=O,-35,-0.2,-135,-5,-1,100,0.7,-86,2
O=C1N=C(N2CCOCC2)CS1,8,-0.5,-4,-9,-1,-4,-1.0,-10,4
CNc1nc(Cl)c(SC)c(NCc2ccc(F)cc2)n1,-4,-0.7,-6,11,-3,18,-0.4,-7,6
Cc1cc(NS(=O)(=O)c2ccc(NC(=O)N[C@H](C(=O)O)C(C)C)cc2)no1,7,-0.2,2,-4,-4,-9,0.4,-14,-9
CCOc1ccc(NC(=O)CCC(=O)c2ccc(Br)cc2)cc1,9,0.9,3,-2,-3,7,-0.6,-2,0
Cc1csc(CN(C)C(=O)CC2C(=O)NCCN2Cc2ccccc2C)n1 (stereo not drawn),-4,-0.1,1,-1,-2,14,-0.3,2,-11
C=CCn1c(O)c(C2=c3ccccc3=NC2=O)c2ccccc21,11,-0.1,-3,0,-5,29,-0.6,11,-2
CC1(C)C(=O)Nc2ccccc2N1C(=O)COC(=O)CCSc1ccccc1,-5,-1.1,4,8,-11,11,-0.7,9,13
Cc1ccc(C(=O)NCCCNC(=O)c2cccnc2)cc1,13,-0.3,3,-6,-3,-13,-0.3,8,13
COc1ccc2nc(NC(=O)c3cc(C)oc3C)sc2c1,2,-0.9,-1,-1,0,-10,0.8,1,-1
Cc1ccc(S(=O)(=O)CCC(=O)O)cc1C,3,-1.0,16,-5,-14,-3,0.4,-1,-3
COc1ccc(-c2noc(CCCC(=O)NC3CCCC3)n2)cc1OC,9,-0.4,-3,-7,-4,-2,1.4,-4,15
COc1cc(-c2cccs2)cc(=O)c2c(C)oc(C)c12,-25,-0.5,-12,-1,-7,6,1.1,0,18
Fc1ccc(OCc2nn[nH]n2)c(F)c1,0,0.0,1,-5,-2,-23,-0.2,-10,3
CCOC(=O)c1c(CS(=O)(=O)c2ccccc2)n(C)c2cc(Br)c(O)cc12,8,-0.7,6,0,-4,-1,1.7,8,10
CC1NC(=O)NC1CCCCC(=O)O (stereo not drawn),3,0.5,4,-5,0,-6,-0.3,2,-5
CC(C)CC(c1nnnn1C1CCCC1)N1CCC(C(N)=O)CC1 (stereo not drawn),14,-0.7,-1,-9,-1,1,1.2,4,-4
CCOC(=O)[C@@H]1[C@H]2COc3ccccc3[C@@H]2N2C(=O)N(c3cccc(C)c3)C(=O)[C@@]12C,3,-0.1,2,-5,-1,-3,-1.6,0,10
Nc1nc(NCCCN2CCOCC2)nc(NCc2ccccc2)c1[N+](=O)[O-],-12,-0.9,-3,2,-4,2,4.4,3,-7
COc1ccccc1NS(=O)(=O)c1ccc(C)c(NC(=O)c2ccc(S(=O)(=O)N3CCCCCC3)cc2)c1,-13,-0.2,-5,45,-1,7,1.2,-13,8

# 2 entries drawn at random from those above, as already listed:
SMILES,CendR NRP1 mod,Tb MetRS inh,MT1-MMP act inh,FAS-TE inh,MsrA act,MLLE-PAM2 inh,MsrA inh,E coli Lon inh,SKN-1 inh
COc1cc(OC)c(OC)cc1/C=C1/Cc2ccccc2C1=O,-35,-0.2,-135,-5,-1,100,0.7,-86,2
O=C1N=C(N2CCOCC2)CS1,8,-0.5,-4,-9,-1,-4,-1.0,-10,4

# Entries of single compounds, quoted from the list:
# `COc1cc(OC)c(OC)cc1/C=C1/Cc2ccccc2C1=O` as listed: CendR NRP1 mod: -35; Tb MetRS inh: -0.2; MT1-MMP act inh: -135; FAS-TE inh: -5; MsrA act: -1; MLLE-PAM2 inh: 100; MsrA inh: 0.7; E coli Lon inh: -86; SKN-1 inh: 2
# `CCOC(=O)[C@@H]1[C@H]2COc3ccccc3[C@@H]2N2C(=O)N(c3cccc(C)c3)C(=O)[C@@]12C` as listed: CendR NRP1 mod: 3; Tb MetRS inh: -0.1; MT1-MMP act inh: 2; FAS-TE inh: -5; MsrA act: -1; MLLE-PAM2 inh: -3; MsrA inh: -1.6; E coli Lon inh: 0; SKN-1 inh: 10

# The main list resumes, starting 4 compounds before the break.
SMILES,CendR NRP1 mod,Tb MetRS inh,MT1-MMP act inh,FAS-TE inh,MsrA act,MLLE-PAM2 inh,MsrA inh,E coli Lon inh,SKN-1 inh
CC(C)CC(c1nnnn1C1CCCC1)N1CCC(C(N)=O)CC1 (stereo not drawn),14,-0.7,-1,-9,-1,1,1.2,4,-4
CCOC(=O)[C@@H]1[C@H]2COc3ccccc3[C@@H]2N2C(=O)N(c3cccc(C)c3)C(=O)[C@@]12C,3,-0.1,2,-5,-1,-3,-1.6,0,10
Nc1nc(NCCCN2CCOCC2)nc(NCc2ccccc2)c1[N+](=O)[O-],-12,-0.9,-3,2,-4,2,4.4,3,-7
COc1ccccc1NS(=O)(=O)c1ccc(C)c(NC(=O)c2ccc(S(=O)(=O)N3CCCCCC3)cc2)c1,-13,-0.2,-5,45,-1,7,1.2,-13,8
O=C(CCc1ccccc1)Nc1cccc(NC(=O)CCc2ccccc2)c1,4,-0.3,6,5,-2,-25,0.2,-1,6
Cc1ccc(N2C(=O)c3cccc4cccc(c34)C2=O)cc1,6,-0.4,0,-3,-6,14,0.8,-8,4
COC(=O)c1ccc(C(NC(=O)OCc2ccccc2)/C(F)=C/[C@@H](C)C(=O)NCc2ccc(OC)c(OC)c2)cc1 (stereo partly drawn),6,-0.4,-1,-1,-2,9,-0.2,-5,-2
CN(C)/C=C/C(=O)c1ccncc1,8,-0.2,0,-2,-3,-6,3.0,-2,-5
CCc1cc(C(=O)OC)c(NC(=O)CN2CCN(C(=O)C3CCCO3)CC2)s1 (stereo not drawn),5,-0.8,-1,-3,-4,-3,-1.4,4,10
Cc1ccc(NC(=O)CNC(=O)c2ccc(Oc3ccccc3)cc2)nc1,10,-0.3,7,3,-2,15,0.8,-8,-4
CC(C)CNS(=O)(=O)c1ccc(CCC(=O)NCc2ccc(Cl)cc2)cc1,-2,-0.2,2,3,1,9,0.4,-10,15
Cc1ccccc1Cn1nc(C)c(NC(=O)c2cc3nc(-c4ccco4)cc(C(F)(F)F)n3n2)c1C,4,-0.2,-3,16,1,-2,2.6,-11,0
COc1ccccc1C(=O)N/C(=C/c1ccc2c(c1)OCO2)C(=O)Nc1ccc(C(=O)O)cc1,14,-0.7,4,-6,-13,10,3.0,10,3
COc1cc2[nH]c(Cl)c([N+](=O)[O-])c2cc1OC,11,0.1,0,-14,-5,15,2.4,0,11
CC(C)N1CCN(c2ccncc2S(=O)(=O)N2CCOCC2)CC1,0,0.1,2,-4,-6,-14,1.1,-5,16
O=C(Nc1ccc(Oc2ccsc2C(=O)O)cc1)c1ccccc1F,-1,-0.7,0,-3,-2,-2,-0.7,0,0
O=C(Nc1nc(-c2cccnc2)cs1)c1cccc([N+](=O)[O-])c1,-4,-0.5,2,6,-2,8,0.0,-4,1
CC(C)Oc1ccc(Cn2c(=O)sc3ccccc32)cc1,-4,0.0,0,24,-1,6,1.9,-15,-2
CCCCc1c(-c2ccccc2OC)ncn1Cc1ccc(-c2ccccc2)cc1,10,-1.5,17,4,-4,x,1.7,5,-3
CC1=C(C(=O)OC2CCC(C)CC2)C(c2ccc(O)c([N+](=O)[O-])c2)NC(=O)N1 (stereo not drawn),2,0.0,3,8,0,17,0.1,-8,16
COCCNC(=O)Cn1nc(-c2ccccc2)c2ccccc2c1=O,0,0.0,3,-2,-3,7,0.0,-8,5
Cc1nc2sc3c(c2c(=O)n1N)CCC3,9,-0.7,1,-4,-2,-1,-0.9,-8,2
CCOC(=O)C(=O)C1C(=O)Nc2ccccc21 (stereo not drawn),-3,-0.6,-1,-8,-1,-4,-0.1,-3,-8
C[C@H]1CN([C@@H](C)CO)C(=O)CCCn2cc(nn2)CO[C@@H]1CN(C)S(=O)(=O)c1ccc(Oc2ccccc2)nc1,-10,1.0,1,-5,1,5,0.3,-8,9
CNC(=O)c1cc2ncc(C(F)(F)F)cc2s1,3,-0.4,-1,-5,-1,7,1.2,-10,9
COCCCNc1nc2ccccc2nc1NS(=O)(=O)c1ccccc1,2,-0.4,-4,-7,-4,12,4.4,-3,-2
COc1cc2ccccc2cc1C(=O)N1CCCC(C(F)(F)F)C1 (stereo not drawn),15,-0.3,-2,3,-2,6,0.3,-1,-6
COc1cc(OC)c(OC)cc1C=NCC1(c2ccccc2)CCCC1,-10,-0.4,-1,-3,-1,7,3.7,7,3
CC12CCCCC1N(O)C(=O)C(=O)N2O (stereo not drawn),3,-0.3,12,-14,-4,13,1.6,0,3
CCOc1ccc(C2NC(=O)NC(C)=C2C(=O)OCc2ccccc2)cc1 (stereo not drawn),10,-0.7,2,11,-6,10,1.6,-3,-21
CCC(OC(C)=O)c1cc2c(cc1[N+](=O)[O-])OCCO2 (stereo not drawn),0,-1.1,-5,1,-6,-1,0.5,-3,-1
Cc1cc(NC(=O)CSc2nc3c(C)c(C)ccc3cc2C)no1,8,-0.1,-5,3,-2,-3,-1.2,1,-8
Brc1ccc(Nc2ncnc3[nH]ncc23)cc1,10,0.8,-8,-1,-2,-1,-1.0,-13,-14
CN(c1cccc(NC(=O)c2ccccc2N(C)S(C)(=O)=O)c1)S(C)(=O)=O,6,-0.6,0,-10,-2,-12,0.0,-6,-13
Cc1ccc2c(c1)N(C(C)C(=O)NCc1cccs1)C(=O)CO2 (stereo not drawn),-6,0.3,-5,-5,-4,2,-1.6,1,1
CCOc1cnc(-c2c(-c3c(F)cccc3Cl)noc2C)o1,8,-0.7,-4,4,-11,-5,2.7,-13,-1
NC(=O)[C@@H]1CCCN1Cc1c(C(=O)N2CCc3ccccc3C2)nc2ccc(Cl)cn12,2,0.0,-8,-4,-3,29,-0.2,1,2
Cc1ccc(/C=C(\NC(=O)c2ccccc2)C(=O)N2CCCC2C(=O)O)cc1 (stereo not drawn),6,0.1,0,-3,-2,0,-0.8,3,19
CO/N=C/CC(=O)c1ccc(OC)cc1,10,0.1,2,-8,-2,-7,0.5,-2,-3
COc1cc2c(cc1OC)C(C)N(C(=O)CCc1c[nH]c3ccccc13)CC2 (stereo not drawn),2,-0.1,-1,-2,-1,-11,-0.3,11,17

# Screening data (PubChem BioAssay)
